# Bioassay records deposited in PubChem by several laboratories.
# NR1D1 modulator = modulates human Rev-erb alpha binding to DNA; Rev-erbα–FITC-DNA binding, fluorescence polarization, 90 min; P20393; activity, % at 10 µM; AID 1259318; 370,000 tested, 0.79% active;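 active = activity above about 14%, limit read from the data; passing the limit was not always enough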;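 note: 0% = DMSO wells with 35 nM protein and 100% = DMSO wells with 750 nM protein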
# mABHD4 FP = ABHD4 (mouse) inhibition, primary FP screen; Q8VD66; 370,000 tested, 0.54% active; purified mABHD4, FP-Rh probe fluorescence polarization; inhibition, % at 8.92 µM;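 active = inhibition exceeding the mean over every tested compound plus 3 SD, cut at about 30% in these data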;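 note: 0% = plate median of compound wells and 100% = S159A mutant with DMSO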
#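 Test system: mouse ABHD4 enzyme, wild type. Reagent: FP-Rh fluorescent activity-based probe, added after compound pre-incubation. Timing: pre-incubation 45 min, probe exposure 60 min, at 25 °C. Technique: FP readout, ex 525 nm / em 598 nm. Benchmarks: high control S159A mutant with DMSO, low control median of compound wells.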
# LEDGF integ inh = blocks HIV-1 LEDGF/p75-dependent DNA integration; inhibition, % at 3.7 µM; TR-FRET IN-LEDGF/p75 DNA integration, Eu/Cy5; 370,000 tested, 0.64% active;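 active = inhibition above the screen-wide mean plus 3 SD, cut at about 13% in these data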;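 note: signal is the Cy5 over europium emission ratio at 671 and 618 nm; 0% = plate median of compound wells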
# rCAG binder = binds r(CAG) RNA repeats. r(CAG) RNA repeat, TO-PRO-1 dye displacement fluorescence. inhibition, % at 3 µM. 370,000 tested, 1.3% active. AID 651821;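 active = inhibition above the plate cutoff, the mean of all test compounds on that plate plus 3 SD, cut at about 35% in these data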;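 note: 0% = DMSO alone and 100% = 100 µM mitoxantrone as full dye displacement; higher means more dye released from RNA so lower well fluorescence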
# TDP2 absorb = blocks human TDP2 phosphodiesterase activity. recombinant TDP2, T5PNP hydrolysis, p-nitrophenol absorbance 415 nm. O95551. 370,000 tested, 0.34% active. AID 720702. inhibition, % at 12.8 µM;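 active = inhibition above the mean of all tested compounds plus 3 SD, set per campaign, cut at about 25% in these data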;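 note: 0% = DMSO with enzyme and 100% = buffer with substrate but no TDP2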
# Target sequence (O95551 whole entry, looked up): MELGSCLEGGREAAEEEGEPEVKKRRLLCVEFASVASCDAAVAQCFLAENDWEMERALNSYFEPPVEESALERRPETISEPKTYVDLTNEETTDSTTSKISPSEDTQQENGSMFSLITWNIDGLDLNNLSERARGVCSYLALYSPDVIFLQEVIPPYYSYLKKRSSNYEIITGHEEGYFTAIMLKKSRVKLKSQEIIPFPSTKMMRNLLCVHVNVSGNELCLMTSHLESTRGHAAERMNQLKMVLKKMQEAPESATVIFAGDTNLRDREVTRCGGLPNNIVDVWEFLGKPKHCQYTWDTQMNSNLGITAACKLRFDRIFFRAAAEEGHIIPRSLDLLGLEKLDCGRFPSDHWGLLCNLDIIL
#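 System – recombinant human TDP2 · Quantity – TDP2 enzyme at 120 nM final · Doses – single concentration, 12.8 µM nominal, with 1% DMSO · Incubation – 2 h at 37 °C · Measured by – epi absorbance of p-nitrophenol freed from T5PNP by hydrolysis · Read-out – % inhibition relative to enzyme-containing and enzyme-free wells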
# HTRA1 inhibitor = blocks human HTRA1 serine peptidase; inhibition, % at 5.96 µM; 340,000 tested, 0.5% active; recombinant HTRA1, FP-rhodamine activity-based probe, fluorescence polarization; Q92743; in the data active = inhibition above about 36%;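 note: 0% = enzyme with DMSO and 100% = wells lacking enzyme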
# Target sequence (Q92743 whole entry, looked up): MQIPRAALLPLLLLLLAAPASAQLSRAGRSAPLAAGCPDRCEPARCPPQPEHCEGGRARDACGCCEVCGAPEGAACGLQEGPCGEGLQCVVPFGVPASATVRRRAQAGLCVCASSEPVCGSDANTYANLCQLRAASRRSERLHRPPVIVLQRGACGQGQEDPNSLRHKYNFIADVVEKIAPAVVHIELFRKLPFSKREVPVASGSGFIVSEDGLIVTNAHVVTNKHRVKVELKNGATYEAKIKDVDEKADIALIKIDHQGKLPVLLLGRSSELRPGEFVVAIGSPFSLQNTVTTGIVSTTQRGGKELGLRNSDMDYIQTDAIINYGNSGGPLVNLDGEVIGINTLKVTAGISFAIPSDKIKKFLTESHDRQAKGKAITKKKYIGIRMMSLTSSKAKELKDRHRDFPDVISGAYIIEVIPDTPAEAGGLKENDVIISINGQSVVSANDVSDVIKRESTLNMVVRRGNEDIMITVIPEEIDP
# TCR CD3 inh = blocks the human TCR-CD3 interaction | inhibition, % at 9.4 µM | 360,000 tested, 0.37% active | TAMRA-labeled TCR probe fluorescence, biochemical; in the data active = inhibition above about 19%;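 note: recombinant mutant TCR 2C K166C tagged with TAMRA read by polarization; 0% = receptor in buffer alone and 100% = receptor with positive control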
# PRMT1 FP inh = blocks human protein arginine methyltransferase 1 | Q99873 | recombinant PRMT1, activity-based probe fluorescence polarization | inhibition, % at 2.79 µM | 370,000 tested, 1.3% active | AID 652257;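 active = inhibition above about 21% made by adding two undisclosed values, limit read from the data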
# PG9 Ab binder = small molecules binding HIV-1 gp120 antibody PG9; TR-FRET gp120-PG9 antibody binding; inhibition, % at 6.7 µM; 360,000 tested, 0.43% active; in the data active = inhibition above about 8.5%
# SIAE inh = human SIAE inhibition, primary screen. 370,000 tested, 0.69% active. inhibition, % at 9.66 µM. AID 1053197. SIAE FP-Rh probe binding, fluorescence polarization;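 active = inhibition above a cutoff: mean of compounds within the control limits plus 3 SD of those, cut at about 17% in these data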;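 note: 0% = plate median of compound wells and 100% = probe without SIAE protein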
# * = called active by the depositor; . = no result given.
nr	mol	NR1D1 modulator	mABHD4 FP	LEDGF integ inh	rCAG binder	TDP2 absorb
1	CCOC(=O)N1CCN(C(=O)c2ccc(N(Cc3ccc(Cl)cc3)S(C)(=O)=O)cc2)CC1	-1	-6	0	-9	0
2	CN1CCN(c2ccc3c(c2)Oc2ccccc2CN(Cc2cn(Cc4ccc(C(F)(F)F)cc4)nn2)S3(=O)=O)CC1	2	0	2	7	-10
3	Cc1cc(C)c(CN2CCC(n3nccc3NC(=O)CCOc3ccccc3)CC2)cc1C	7	-3	-3	-5	5
4	CC(=O)NNC(=O)c1csc(-c2csc(C)n2)n1	-4	8	-2	-3	4
5	Cc1ccc(C)c(NC(=O)CN2C(=O)COc3ccc(S(=O)(=O)N4CCCC4)cc32)c1	0	-5	-2	2	2
6	O=C(NCc1cccnc1)C(=O)Nc1ccc([N+](=O)[O-])cc1	-6	-4	1	-2	8
7	CCc1ccc(N2C(=O)CC(N3CCC(C(=O)OC)CC3)C2=O)cc1 (configuration not stated)	1	1	4	-8	9
8	CCC(NC(=O)CCc1nnc(-c2cc(C)on2)o1)C12CC3CC(CC(C3)C1)C2 (configuration not stated)	-2	2	0	-8	2
9	CC(C)(C)S(=O)(=O)/C(C#N)=C/c1sccc1C1OCCO1	1	-1	6	-4	-4
10	COc1ccc2c(c1)OC[C@H]1[C@H]2N2C(=O)CN(C)C(=O)[C@@]2(C)[C@H]1c1ccccc1	2	-2	-1	-1	2
11	CCOC(=O)C1CCN(C(=O)CCNC(=O)Cn2ccc3ccccc3c2=O)CC1	9	2	-2	-4	6
12	COCCN(CCOC)Cc1c(C)[nH]c2c(C)c(C)ccc2c1=O	-2	0	-1	-1	2

nr	HTRA1 inhibitor	TCR CD3 inh	PRMT1 FP inh	PG9 Ab binder	SIAE inh
1	3	1	-3	-1.0	14
2	.	.	-4	.	0
3	-7	8	-5	0.4	0
4	2	-9	1	1.2	-1
5	-2	-3	3	2.8	4
6	1	2	0	-1.2	0
7	-1	-7	44*	0.8	0
8	0	-2	0	-1.7	-6
9	9	-9	4	-0.9	2
10	0	-9	2	-3.4	-3
11	-3	-1	2	-1.8	-5
12	3	7	-3	-0.7	1

# The listing continues:
nr	mol	NR1D1 modulator	mABHD4 FP	LEDGF integ inh	rCAG binder	TDP2 absorb
13	COc1ccc(-c2csc(N(CCCN(C)C)C(=O)c3ccc(OC)c(OC)c3)n2)cc1	4	1	0	1	-4
14	CCCCCCCCc1nc(=S)[nH][nH]1	-2	4	-3	-2	-4
15	COc1ccc(CCNC(=O)COC(=O)Cc2cccc3ccccc23)cc1	-1	-4	-3	-5	3
16	COc1ccc(NC(=O)CN(C)C(=O)c2ccc3c(c2)CC(c2ccccc2)OC3=O)cc1 (configuration not stated)	-2	-10	1	7	0
17	Cc1nnc(C)n1N1C(=O)c2cccc3cccc(c23)C1=O	-2	1	-1	-1	-3
18	CN(C)S(=O)(=O)N1CCN(c2ccccc2Cl)CC1	3	-1	3	-1	-9
19	CCn1c(Cc2ccccc2)nnc1SCC(=O)Nc1nc(C)c(C)s1	-1	3	3	0	0
20	C[C@@H]1CN([C@@H](C)CO)C(=O)CCCn2nncc2CO[C@H]1CN(C)C(=O)Nc1ccc(C(F)(F)F)cc1	1	9	-1	-1	5
21	O=C(CCn1nnc(-c2cccs2)n1)NCc1ccccc1Cl	-3	3	1	-4	4
22	CCOC(=O)C1=C(c2ccccc2)N=c2sc(=Cc3cc(OC)c(OC)c(OC)c3)c(=O)n2C1c1cccs1 (configuration not stated)	2	0	0	13	6
23	CC(=O)N1CCc2c(sc(NC(=O)CCS(=O)(=O)c3ccccc3)c2C(N)=O)C1	7	-1	-1	0	14
24	CN(Cc1ccon1)C(=O)CC1C(=O)NCCN1CC1CCCCC1 (configuration not stated)	-1	5	3	-1	6

nr	HTRA1 inhibitor	TCR CD3 inh	PRMT1 FP inh	PG9 Ab binder	SIAE inh
13	14	3	1	-0.9	6
14	6	-8	27*	0.8	-3
15	0	5	-2	-1.9	1
16	0	-2	-2	-1.7	2
17	-3	3	0	0.3	0
18	-1	-2	0	-2.3	0
19	1	-6	2	4.8	6
20	-2	-6	-1	-2.0	2
21	0	-5	-5	2.5	6
22	.	8	7	0.9	-5
23	6	6	-3	-1.1	2
24	-2	9	4	-0.2	-2

# Ordered by molar mass (ascending): some entries from above
nr	mol	NR1D1 modulator	mABHD4 FP	LEDGF integ inh	rCAG binder	TDP2 absorb
14	CCCCCCCCc1nc(=S)[nH][nH]1	-2	4	-3	-2	-4
17	Cc1nnc(C)n1N1C(=O)c2cccc3cccc(c23)C1=O	-2	1	-1	-1	-3
15	COc1ccc(CCNC(=O)COC(=O)Cc2cccc3ccccc23)cc1	-1	-4	-3	-5	3

nr	HTRA1 inhibitor	TCR CD3 inh	PRMT1 FP inh	PG9 Ab binder	SIAE inh
14	6	-8	27*	0.8	-3
17	-3	3	0	0.3	0
15	0	5	-2	-1.9	1

# (more compounds)
nr	mol	NR1D1 modulator	mABHD4 FP	LEDGF integ inh	rCAG binder	TDP2 absorb
25	O=C(NCCc1c[nH]c2ccccc12)C1Cc2ccccc2CN1C(=O)c1ccco1 (configuration not stated)	-9	9	-1	0	4
26	CCc1ccc(S(=O)(=O)N2CCN(C(=O)c3cccnc3)CC2)cc1	-2	1	2	-4	18
27	CC(=O)c1c(C)[nH]c(C(=O)COC(=O)CCSc2ccccc2)c1C	0	0	2	1	3
28	CCCCCC1CC(CC#CCN2CCOCC2)C(=O)O1 (configuration not stated)	-7	18	2	-6	17
29	Cc1cccc(N2CCN(CCCNC(=O)C3CCCN(c4ncnc5c4nc4n5CCCCC4)C3)CC2C)c1 (configuration not stated)	-3	1	1	-10	-13
30	CCOC(=O)c1[nH]nc(C(=O)c2ccc(Br)cc2)c1O	-4	-2	-4	1	-5
31	CCc1ccc(C(=O)NNC(=O)CCN2CCN(Cc3ccccc3)CC2)cc1	-1	-3	2	-6	-4
32	C=CCOC(=O)C1=C(C)NC(=O)NC1c1ccc2c(c1)OCO2 (configuration not stated)	6	-2	5	0	-16
33	CN1N=C(C(F)(F)F)CC1=O	0	3	2	0	5
34	O=C(c1sc2ccccc2c1Cl)N1CCN(CCc2ccccn2)CC1	-3	0	-1	-6	1
35	CCOc1ccccc1C(=O)NC1CCN(Cc2ccccc2)CC1	7	-2	-6	-3	1
36	COc1ccc(C(CC(=O)Nc2cc(OC)cc(OC)c2)n2cccc2)cc1 (configuration not stated)	-3	-17	-2	1	-12

nr	HTRA1 inhibitor	TCR CD3 inh	PRMT1 FP inh	PG9 Ab binder	SIAE inh
25	-1	-7	0	0.6	-3
26	5	0	-2	1.4	5
27	-14	-2	-3	-1.7	-3
28	5	-7	5	0.5	2
29	-3	3	-5	0.2	5
30	4	-10	0	0.3	-2
31	-6	-2	2	0.3	1
32	4	3	-2	-1.5	6
33	-1	2	-2	-1.4	7
34	1	8	-1	-1.5	-7
35	-2	3	-1	-0.8	2
36	-32	5	-2	-2.5	-3

# Next compounds:
nr	mol	NR1D1 modulator	mABHD4 FP	LEDGF integ inh	rCAG binder	TDP2 absorb
37	CCN1C[C@@H]2[C@@H]3C(=O)N(Cc4ccccc4)C(=O)[C@@H]3[C@](Cc3ccccc3)(C1=O)N2C(=O)c1ccc(C)cc1	-2	-6	-3	-6	8
38	c1ccc(NN(Cc2cnccn2)c2ccccc2)cc1	-3	8	0	0	-2
39	C#CCNC(=O)C[C@H]1C[C@@]2(C(=O)OC)C(=C[C@H](C3CCCC3)O[C@@H]2C)N(Cc2ccco2)C1=O	-4	3	3	-1	-2
40	CCc1nc(SCC(=O)Nc2ccccc2)c2c(=O)n(C)c(=O)n(C)c2n1	12	0	-2	-4	-5
41	CCC(C)[C@H](NC(=O)N1CC(=O)Nc2ccccc21)C(=O)N[C@H](C(=O)O)c1ccccc1 (some centres not stated)	3	1	-4	-2	-10
42	COc1ccc(C([O-])=Nc2ccc[n+](-c3nc4ccccc4nc3NS(=O)(=O)c3ccccc3)c2)cc1	1	4	-1	2	-1
43	COc1ccccc1C(=O)Nc1nnc(-c2ccc(F)cc2)s1	36*	0	3	4	-7
44	O=C(NC1CC1)c1ccccc1NC(=O)c1ccccc1OC(F)F	3	5	2	2	-7
45	COc1ccc(CN(C(=O)c2snc(C(N)=O)c2N)C(C)C(=O)NCc2ccc(F)cc2)cc1 (configuration not stated)	-2	-3	-1	0	-2
46	O=C(C1CCN(Cc2ccccc2)CC1)N1CCN(C/C=C/c2ccccc2)CC1	9	13	-3	-2	4
47	CN(Cc1ccccc1)C(=O)c1ccc(NC(=O)Cc2ccc(NC(=O)C3CCCN(C(=O)C4CCCC4)C3)cc2)cc1 (configuration not stated)	5	0	4	9	7
48	C/C(=N\N1CCN(c2ccccc2)CC1)c1cccs1	0	-1	2	-4	-2

nr	HTRA1 inhibitor	TCR CD3 inh	PRMT1 FP inh	PG9 Ab binder	SIAE inh
37	3	1	0	-0.1	1
38	-2	-5	0	-2.2	1
39	.	.	4	.	-4
40	1	-1	1	-0.8	1
41	7	-4	3	1.0	-2
42	.	-8	3	0.0	-18
43	1	0	-1	-0.2	-7
44	-11	3	-3	-0.8	-3
45	-8	6	-5	-2.1	8
46	8	6	-1	-2.0	-3
47	-16	1	-3	0.8	-7
48	0	-3	5	-1.6	3

# Additional structures.
nr	mol	NR1D1 modulator	mABHD4 FP	LEDGF integ inh	rCAG binder	TDP2 absorb
49	CCCCOc1ccc(C(=O)NCC(=O)NCC(c2cccs2)N2CCOCC2)cc1 (configuration not stated)	1	-1	-2	-1	-5
50	COc1ccccc1CNS(=O)(=O)c1cc2c3c(c1)CCN3C(=O)CC2	5	-4	3	0	9
51	CCc1nnc(NC(=O)CCC(=O)NC2CC2)s1	12	2	-1	2	-6
52	O=C(c1ccccc1-n1cccn1)N1CCc2c([nH]c3ccccc23)C1c1ccccn1 (configuration not stated)	1	-1	-2	-8	4
53	CCOC(=O)N1CCN(CCC(=O)Nc2cc(C)ccc2OC)CC1	1	-5	-1	-3	1

nr	HTRA1 inhibitor	TCR CD3 inh	PRMT1 FP inh	PG9 Ab binder	SIAE inh
49	-2	-7	1	2.5	-2
50	-1	10	4	0.5	-3
51	3	11	0	-2.3	-3
52	.	-5	-2	-1.0	1
53	7	-2	1	-1.3	0

# Complete entries as entered above:
# O=C(c1ccccc1-n1cccn1)N1CCc2c([nH]c3ccccc23)C1c1ccccn1 (configuration not stated) reads NR1D1 modulator: 1; mABHD4 FP: -1; LEDGF integ inh: -2; rCAG binder: -8; TDP2 absorb: 4; HTRA1 inhibitor: .; TCR CD3 inh: -5; PRMT1 FP inh: -2; PG9 Ab binder: -1.0; SIAE inh: 1
# COc1ccccc1CNS(=O)(=O)c1cc2c3c(c1)CCN3C(=O)CC2 reads NR1D1 modulator: 5; mABHD4 FP: -4; LEDGF integ inh: 3; rCAG binder: 0; TDP2 absorb: 9; HTRA1 inhibitor: -1; TCR CD3 inh: 10; PRMT1 FP inh: 4; PG9 Ab binder: 0.5; SIAE inh: -3

# This is a subset; count on the stated rates, not on these rows.
